D1 ag – human D1 receptor agonism | HEK293 T-REx D1 cells, calcium flux, agonist mode | activation, % at 2 µM | 360,000 compounds, 1% hits | AID 504660; note: 0% is about no effect
Target sequence (P21728 whole entry, looked up): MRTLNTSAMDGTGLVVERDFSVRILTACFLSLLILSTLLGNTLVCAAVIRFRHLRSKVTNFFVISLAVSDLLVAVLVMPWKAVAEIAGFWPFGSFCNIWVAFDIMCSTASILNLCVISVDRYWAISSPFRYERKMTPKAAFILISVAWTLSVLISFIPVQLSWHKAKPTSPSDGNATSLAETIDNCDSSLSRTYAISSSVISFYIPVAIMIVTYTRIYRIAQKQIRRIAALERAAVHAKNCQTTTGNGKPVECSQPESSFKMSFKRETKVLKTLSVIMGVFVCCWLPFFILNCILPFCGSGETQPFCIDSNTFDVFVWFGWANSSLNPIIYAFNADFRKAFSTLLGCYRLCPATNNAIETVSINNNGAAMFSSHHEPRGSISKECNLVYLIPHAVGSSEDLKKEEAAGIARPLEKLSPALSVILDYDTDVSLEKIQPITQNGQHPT
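Agonism was scored from calcium flux recorded over 180 s (1 read/s) after pintool compound addition, following a 10-cycle baseline. Cells were inducible force-coupled HEK293 TREx D1, plated overnight at 30 C and loaded with no-wash calcium dye.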
TRHR agonist – TRH receptor (human) agonism; TRHR cells, calcium flux fluo-8, FDSS agonist mode; activation, % at 2 µM; 360,000 compounds, 0.18% hits; AID 493084; note: 0% is about no effect
Target sequence (P34981 whole entry, looked up): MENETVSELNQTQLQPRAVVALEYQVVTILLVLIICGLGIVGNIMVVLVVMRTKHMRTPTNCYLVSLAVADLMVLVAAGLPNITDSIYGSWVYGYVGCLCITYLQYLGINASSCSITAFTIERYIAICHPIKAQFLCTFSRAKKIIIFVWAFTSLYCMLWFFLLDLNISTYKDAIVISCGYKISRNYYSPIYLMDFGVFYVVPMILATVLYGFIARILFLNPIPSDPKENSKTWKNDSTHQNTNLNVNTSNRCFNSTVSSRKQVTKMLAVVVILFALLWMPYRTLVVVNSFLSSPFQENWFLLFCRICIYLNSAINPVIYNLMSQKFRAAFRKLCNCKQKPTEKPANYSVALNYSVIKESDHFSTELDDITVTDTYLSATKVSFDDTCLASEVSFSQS
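Read-out: compound-evoked intracellular calcium rise in TRHR cells, fluo-8 dye, kinetic FDSS fluorescence at 1 s/cycle following a 10-cycle baseline. Cells cultured overnight before dye loading (30 min–1.5 h, RT).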
D2 PAM – positively modulates the human D2 dopamine receptor allosterically; P14416; HEK293 T-REx D2, calcium flux, EC20 dopamine potentiation; potentiation, % at 10 µM; 340,000 compounds, 0.34% hits;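 active = potentiation over 3 SD above the plate norm, cut at about 30% in these data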; note: 0% is about no effect
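Cells plated with tetracycline inducer and held overnight at 30 C; calcium dye loaded 30–90 min at room temperature; baseline taken, compound added and read 180 s; EC20 dopamine then added and read 180 s.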
D1 PAM – potentiators of human D1 dopamine receptor; P21728; HEK293 TREx D1 cells, calcium flux, dopamine EC20 potentiation; potentiation, % at 10 µM; 360,000 compounds, 0.036% hits; in the data active = potentiation above about 30%; note: 0% is about no effect
D2 ag – activates the human D2 dopamine receptor; activation, % at 2 µM; HEK293 T-REx D2 cells, calcium flux agonist mode; 340,000 compounds, 0.53% hits;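 active = activation over 3 SD above normal in the single-dose calcium agonist read, cut at about 30% in these data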; note: 0% is about no effect
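Tetracycline-induced HEK293 T-REx cells with force-coupled D2 receptor, plated overnight at 30 C, loaded with no-wash calcium dye. After a 10 s baseline, compound was pin-added and calcium flux read kinetically for 180 s; calcium rises flagged agonists.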
RXFP1 antag – antagonists of human relaxin receptor RXFP1; 350,000 compounds, 0.59% hits; activity change, negative = inhibition, % at 57.5 µM; HEK293-RXFP1, relaxin-stimulated cAMP HTRF, 30 min; stronger effect = lower value; Q9HBX9;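 active = activity change of -60% or lower, but not beyond a set lower limit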; note: % is set by controls: 0 for no effect and ±100 for the full control effect
TRHR PAM – allosterically enhances the human TRH receptor; P34981; TRHR cells, fluo-8 calcium fluorescence, EC20 TRH enhancement; enhancement, % at 2 µM; 360,000 compounds, 0.66% hits; AID 493056; in the data active = enhancement above about 30%; note: 0% is about no effect
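TRHR-expressing cells loaded with fluo-8 calcium dye were read kinetically (ex 480/em 530) during compound addition, then stimulated with an EC20 of TRH (10 nM final). Enhancement of the Gq-mediated intracellular calcium response was scored.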
D2 antag – antagonists of human D2 dopamine receptor. P14416. HEK293 TREx D2 cells, calcium flux, dopamine EC80. inhibition, % at 10 µM. 340,000 compounds, 2% hits. AID 485344; in the data active = inhibition above about 30%; note: 0% is about no effect
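Calcium flux kinetic readout in an inducible HEK293 TREx D2 line plated overnight at 30 C. After 180 s compound exposure, an EC80 dopamine challenge follows with another 180 s kinetic read to detect antagonism.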
D1 antag – blocks dopamine activation of the human D1 receptor; P21728; HEK293 TREx D1 cells, calcium flux, dopamine EC80; stronger effect = lower value; activity change, negative = inhibition, % at 10 µM; 360,000 compounds, 3.2% hits; AID 504652; in the data active = activity change below about -30%; note: % is set by controls: 0 for no effect and ±100 for the full control effect
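Allosteric or orthosteric antagonism assessed as attenuation of the calcium response to EC80 dopamine, added 180 s after compound, in induced HEK293 Trex D1 cells loaded with no-wash calcium dye.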
Starred values were filed as active, the others as inactive; nt = not tested or not shown. Cut-off read from the data, not from the text of the source, unless noted: active = activation above about 30%; inactive = the rest.

No. | Structure | D1 ag | TRHR agonist | D2 PAM | D1 PAM | D2 ag
1 | CCCC(=O)c1ccc(N2CCN(C(=O)c3ccccc3)CC2)c(F)c1 | 6 | -0.4 | 20 | -6 | 1.3
2 | CSCCC(NC(=O)c1ccc([N+](=O)[O-])cc1Cl)C(=O)OCC(=O)NCC(F)(F)F (stereo not drawn) | 2 | -0.4 | 1 | 0 | -1.2
3 | CN1C(=O)CS/C1=N\NC(=O)COc1cccc2cccnc12 | 1 | -0.2 | 12 | -2 | 0.3
4 | c1ccc(CSCc2ccccc2)cc1 | 3 | -0.6 | -3 | 1 | -0.3
5 | Cc1cc(=O)n(C)c(=O)n1CC(=O)N1CCCCCC1 | 0 | -0.2 | 2 | 2 | 0.6
6 | CC(=O)Nc1ccc(-c2cn3ccsc3n2)cc1 | 4 | 0.3 | 4 | -8 | 0.0
7 | Cc1nn(C)c(N)c1C(O)(c1nccn1C)C(F)(F)F (stereo not drawn) | 4 | 0.7 | -14 | -6 | 1.1
8 | CC(Cc1ccccc1)NC(=O)CSc1nc2nc3c(cc2c(=O)n1-c1ccccc1)COC(C)(C)C3 (stereo not drawn) | 0 | -1.1 | -1 | -3 | -0.3
9 | C=CCn1c(C)c(C(C)=O)c(N2CCN(C(c3ccccc3)c3ccccc3)CC2)nc1=S | 3 | -0.1 | 7 | 3 | 0.9
10 | COc1ccc(S(=O)(=O)N2CCCC(C(F)(F)F)C2)cc1 (stereo not drawn) | 0 | 0.0 | 7 | -3 | -0.4
11 | O=S(=O)(Nc1cccc(-c2ccc(N3CCOCC3)nn2)c1)c1ccc(F)cc1F | 3 | -0.2 | -6 | -2 | -0.2
12 | O=C(COc1ccc2c(c1)OCO2)Nc1ccccc1C(F)(F)F | 1 | 1.1 | 3 | 0 | 0.0
13 | O=C(CC1CCS(=O)(=O)C1)Nc1ccc[nH]c1=O (stereo not drawn) | 11 | -0.4 | -1 | 0 | -0.6
14 | NC(=O)CC(NC(=O)c1ccc(Br)cc1)c1ccc(N2CCN(c3ccccn3)CC2)c([N+](=O)[O-])c1 (stereo not drawn) | 1 | 0.4 | -6 | -1 | 0.5
15 | CCc1ccc(NC(=O)C2CCCN2S(=O)(=O)c2cccc3nsnc23)cc1 (stereo not drawn) | 4 | 0.1 | nt | -5 | -1.5

No. | RXFP1 antag | TRHR PAM | D2 antag | D1 antag
1 | -15 | 1 | -1 | -16
2 | -1 | 5 | -9 | -1
3 | 5 | 5 | 0 | 11
4 | nt | -2 | -12 | 4
5 | 7 | -9 | 11 | -9
6 | -4 | 1 | -2 | 10
7 | -9 | -4 | -2 | 9
8 | 1 | -7 | 11 | 7
9 | -9 | 0 | 3 | -18
10 | -10 | -1 | 28 | -8
11 | -9 | -7 | nt | 1
12 | 7 | 15 | 3 | -2
13 | -10 | -5 | 3 | -2
14 | nt | 1 | -11 | 17
15 | -15 | 2 | nt | -7

The listing continues.
No. | Structure | D1 ag | TRHR agonist | D2 PAM | D1 PAM | D2 ag
16 | CN(C)S(=O)(=O)c1cccc(C(=O)Nc2ccccc2N2CCCCC2)c1 | 1 | -0.6 | -2 | 3 | -1.0
17 | CCN(CC)c1ccc(N2C(=O)C3CCCCC3C2=O)cc1[N+](=O)[O-] (stereo not drawn) | 14 | 0.1 | 2 | -1 | 1.7
18 | COc1ccccc1C(=O)N1CCN(S(=O)(=O)Cc2ccccc2)CC1 | 9 | -0.8 | 16 | 0 | -1.9
19 | Cc1nn(-c2ccccc2)c(Cl)c1/C=N/NC(=O)c1cccc(S(=O)(=O)N2CCCC2)c1 | 1 | -0.7 | 14 | -7 | -0.3
20 | CCN(CC)C(=O)CSC(=Nc1ccccc1F)NC#N | 3 | 1.9 | 4 | 2 | 0.9
21 | COC(=O)[C@@H](N)Cc1ccc(O)cc1 | 1 | 0.1 | nt | 1 | nt
22 | COCCN(CC(=O)NCc1ccccc1)C(=O)CCC(=O)Nc1ccccn1 | 1 | 0.4 | -8 | -4 | 0.8
23 | CC(=S)c1c(C)cc2cc(C)ccn12 | -1 | -0.6 | -10 | -4 | 0.0
24 | CC(C)(CC(=O)O)CC(=O)NCc1c(Cl)cccc1Oc1ccccc1 | 1 | -1.2 | -4 | -1 | 0.1
25 | O=c1c(N2CCN(c3cccc(Cl)c3)CC2)csc2ccccc12 | 5 | 0.1 | -24 | -5 | 1.5
26 | CC(C)CNC(=O)c1ccccc1NC(=O)CCSc1ccccc1 | 1 | 0.8 | 9 | -3 | -0.8
27 | Cc1c(C(=O)NCc2ccco2)oc2ccccc12 | 1 | -1.0 | nt | 1 | -3.2
28 | CSCCC(C(=O)N(C)CC(=O)Nc1cccc(F)c1)N1C(=O)c2ccccc2C1=O (stereo not drawn) | 0 | -0.3 | 5 | -4 | -0.1
29 | CC(C)c1ccc(C2CC(c3ccc(Br)cc3)=NN2C(N)=S)cc1 (stereo not drawn) | 5 | 0.9 | 3 | 5 | -3.6
30 | C/C(=N/OC(=O)c1c(F)cccc1F)c1nccs1 | 1 | -0.3 | 3 | -3 | -0.7

No. | RXFP1 antag | TRHR PAM | D2 antag | D1 antag
16 | -3 | -5 | 12 | 6
17 | -2 | 6 | -1 | -12
18 | 6 | 5 | -2 | 4
19 | 2 | -8 | -1 | -13
20 | -20 | 4 | -7 | 5
21 | nt | 7 | nt | 0
22 | -4 | -2 | 14 | -10
23 | -33 | -8 | 24 | 7
24 | 1 | 4 | 4 | 2
25 | -16 | -9 | nt | -14
26 | 1 | 1 | -11 | -9
27 | -15 | 6 | -17 | 14
28 | 8 | -2 | -10 | -14
29 | -12 | -4 | -6 | 26
30 | -13 | -7 | 17 | 8

Following part.
No. | Structure | D1 ag | TRHR agonist | D2 PAM | D1 PAM | D2 ag
31 | CC(=O)Nc1ccc(C(=O)N/N=C/c2ccncc2)cc1 | 2 | 1.0 | nt | -2 | -0.2
32 | COc1cc(C(=O)NNC(=O)COc2ccc(C)cc2)ccc1OCC(=O)N1CCOCC1 | 2 | 0.6 | 4 | 7 | 0.1
33 | CCOC(=O)N1CCC(NC(=O)c2cn(-c3ccc(OC)cc3)c(=O)c3ccccc23)CC1 | -4 | -0.5 | 9 | -2 | 0.4
34 | CCN(CC(=O)Nc1c(F)cccc1F)C(=O)/C=C/c1ccc(C)cc1 | 2 | 0.2 | -2 | -4 | -0.1
35 | O=c1c(-c2ccc([N+](=O)[O-])cc2)coc2c(O)c(O)ccc12 | 5 | 0.4 | -1 | 1 | 0.0
36 | COc1ccc(OCCCC(=O)Nc2cc(S(=O)(=O)N3CCCCC3)ccc2OC)cc1 | 13 | 0.3 | 2 | nt | 0.8
37 | O=C(N/N=C/c1ccc(-c2ccc(S(=O)(=O)Nc3ncccn3)cc2)o1)c1cc2ccccc2cc1O | 1 | 0.5 | nt | -12 | nt
38 | CC(/C=C1\SC(=S)N(NC(=O)c2ccc(C)cc2)C1=O)=C\c1ccccc1 | 8 | 1.1 | -3 | -4 | 0.6
39 | CC(C)(C)n1nnnc1C(c1ccccc1)N1CCc2ccccc2C1 (stereo not drawn) | -4 | -0.2 | -10 | -5 | -0.2
40 | N#C/C(=C\c1ccccc1)C(=O)Nc1cc(S(=O)(=O)N2CCOCC2)ccc1N1CCCC1 | 0 | 0.4 | -2 | 2 | 0.7
41 | Cc1[nH]c(=O)[nH]c(=O)c1S(=O)(=O)N1CCCC(C(=O)NCc2ccc3c(c2)OCO3)C1 (stereo not drawn) | 2 | 0.7 | 21 | 0 | 0.8
42 | COc1ccc(OCC(=O)Nc2ccc(S(=O)(=O)N3CCOCC3)cc2)cc1 | 3 | 0.3 | 1 | 0 | 0.9
43 | CCOCCCNC(=O)C(c1ccc(Cl)cc1)N(Cc1ccc2c(c1)OCO2)C(=O)CNC(C)=O (stereo not drawn) | 6 | 0.1 | 8 | -4 | 3.2
44 | COCCC(=O)N1CCC(Oc2ccc(C(=O)N(C)Cc3cc(C)no3)cc2)CC1 | 4 | 0.3 | 1 | 2 | 0.8
45 | O=C(c1ccco1)N1CCN(c2ncnc3scc(-c4ccccc4)c23)CC1 | 1 | -1.3 | 24 | -2 | 0.1

No. | RXFP1 antag | TRHR PAM | D2 antag | D1 antag
31 | -10 | 6 | 0 | 9
32 | 2 | 5 | 4 | 19
33 | 4 | -1 | 0 | -7
34 | -2 | 2 | 2 | 7
35 | -25 | -7 | -9 | -9
36 | 4 | -3 | -20 | -14
37 | -15 | -7 | nt | 12
38 | -5 | -1 | 0 | -2
39 | 7 | -1 | 0 | -17
40 | -21 | -9 | -2 | -8
41 | -1 | 9 | -6 | 5
42 | 3 | 2 | 2 | -18
43 | 3 | -2 | 13 | -11
44 | -4 | 13 | -13 | 2
45 | -2 | 1 | -4 | 17

Next section:
No. | Structure | D1 ag | TRHR agonist | D2 PAM | D1 PAM | D2 ag
46 | CCn1cc(C(=O)N2CCN(c3ccc(OC)cc3)CC2)c(=O)c2cc(S(=O)(=O)N(C)C3CCCCC3)ccc21 | 4 | -1.1 | -13 | 0 | -0.8
47 | CCOC(=O)c1c(NC(=O)CN2C(=O)NC3(CCC(CC)CC3)C2=O)sc(C)c1-c1ccc(C)cc1 (stereo not drawn) | 4 | 0.8 | 5 | -3 | 0.4
48 | CCn1c(SCC(=O)Nc2cccc(NC(=O)c3cccs3)c2)nnc1-c1ccncc1 | 2 | -0.2 | 1 | -2 | -0.6
49 | CCCNC(=O)NC(=O)CSc1nc2ccccc2c(=O)n1Cc1ccncc1 | 0 | -0.4 | nt | 6 | nt
50 | CC(C)(C)c1ccc(S(=O)(=O)NCC(=O)Nc2sc3c(c2C(N)=O)CCCC3)cc1 | 1 | -0.3 | -9 | -3 | 0.0
51 | O=C(CC1CC2CCC1C2)OCC(=O)c1c[nH]c2ccccc12 (stereo not drawn) | 4 | 1.1 | -3 | -5 | 1.2
52 | Cc1nc(CNC(=O)c2cc(COc3c(F)cccc3F)on2)cs1 | 3 | 0.0 | -2 | 1 | -0.1
53 | CC(=O)NN1C(=O)c2ccccc2NC1c1ccccn1 (stereo not drawn) | 0 | 0.3 | -11 | -2 | 1.8
54 | O=C(NC1CC(=O)N(c2ccccc2)C1)c1cc2ccccc2o1 (stereo not drawn) | 2 | 0.0 | 8 | 0 | 1.3

No. | RXFP1 antag | TRHR PAM | D2 antag | D1 antag
46 | nt | 1 | nt | 12
47 | 10 | 0 | -1 | 5
48 | -1 | -1 | -4 | 3
49 | 5 | -1 | nt | -5
50 | -11 | -4 | -3 | -6
51 | -12 | 13 | 7 | 9
52 | -1 | 0 | -7 | -2
53 | -2 | -3 | 14 | 9
54 | -15 | 24 | nt | nt

Full records as entered above. Values in the order: D1 ag	TRHR agonist	D2 PAM	D1 PAM	D2 ag	RXFP1 antag	TRHR PAM	D2 antag	D1 antag
Profile of `O=C(CC1CC2CCC1C2)OCC(=O)c1c[nH]c2ccccc12` (stereo not drawn) → 4	1.1	-3	-5	1.2	-12	13	7	9
Profile of `CC(=O)NN1C(=O)c2ccccc2NC1c1ccccn1` (stereo not drawn) → 0	0.3	-11	-2	1.8	-2	-3	14	9

High-throughput results: PubChem, National Center for Advancing Translational Sciences (NCATS)
